FXN GAA850 act: frataxin GAA850 promoter activation | HEK293 lucGAA850 FXN promoter luciferase reporter, 24 h; percent of 10 µM SAHA response | activation, % at 6 µM | 360,000 compounds, 0.56% hits | AID 540364;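 active means activation above the average of all compounds screened plus 3 SD, cutoff fixed separately per campaign, cut at about 7.5% in these data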;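 further: 0% = DMSO wells and 100% = 10 µM SAHA wells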
NR1D1 modulator: Rev-erb alpha (human) modulation | P20393 | Rev-erbα–FITC-DNA binding, fluorescence polarization, 90 min | activity, % at 10 µM | 370,000 compounds, 0.79% hits;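 active means activity above about 14%, limit read from the data; passing the limit was not always enough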;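 further: 0% = DMSO wells with 35 nM protein and 100% = DMSO wells with 750 nM protein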
Target sequence (P20393 whole entry, looked up): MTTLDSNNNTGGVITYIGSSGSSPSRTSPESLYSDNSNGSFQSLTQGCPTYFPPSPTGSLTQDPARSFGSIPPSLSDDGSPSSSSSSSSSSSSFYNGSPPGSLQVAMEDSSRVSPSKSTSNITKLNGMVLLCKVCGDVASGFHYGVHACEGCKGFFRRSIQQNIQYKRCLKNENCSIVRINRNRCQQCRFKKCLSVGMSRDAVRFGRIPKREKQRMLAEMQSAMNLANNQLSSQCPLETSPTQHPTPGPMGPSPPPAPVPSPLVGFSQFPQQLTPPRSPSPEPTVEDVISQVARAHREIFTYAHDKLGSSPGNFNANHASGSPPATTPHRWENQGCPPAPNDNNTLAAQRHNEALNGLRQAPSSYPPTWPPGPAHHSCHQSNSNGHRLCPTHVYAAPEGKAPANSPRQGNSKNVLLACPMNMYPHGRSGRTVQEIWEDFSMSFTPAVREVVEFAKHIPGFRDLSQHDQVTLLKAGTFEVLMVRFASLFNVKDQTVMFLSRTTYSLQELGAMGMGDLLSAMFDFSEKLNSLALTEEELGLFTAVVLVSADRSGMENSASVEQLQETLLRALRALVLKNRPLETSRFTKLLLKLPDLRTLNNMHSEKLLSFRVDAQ
hcDAF12 agonist: activators of H. contortus DAF-12 nuclear receptor; HEK293 hcDAF-12 lit1-tk-luc reporter, luminescence; 0% DMSO, 100% Δ7-dafachronic acid; activation, % at 6.8 µM; 370,000 compounds, 1.4% hits; AID 652067;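 active means activation above the mean of all tested compounds plus 3 SD, cut at about 5.5% in these data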;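 further: 100% = response to 3 µM Δ7-dafachronic acid high control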
ssDAF12 agonist: S. stercoralis DAF-12 activation, primary screen; HEK293 ssDAF-12/GRIP1 lit1-tk-luc reporter, luminescence; % of 3 µM dafachronic acid response; activation, % at 6.8 µM; 370,000 compounds, 1% hits;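 active means activation above the mean over all tested compounds plus 3 SD, cut at about 0.9% in these data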;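 further: 0% = DMSO-only wells and 100% = 3 µM delta7-dafachronic acid wells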
PG9 binder: binds the HIV-1 gp120 antibody PG9; 360,000 compounds, 0.43% hits; inhibition, % at 6.7 µM; TR-FRET gp120-PG9 antibody binding; AID 624416; in the data active means inhibition above about 8.5%
hgDAF12 agonist: activates the H. glycines DAF-12 receptor ligand-binding domain. 370,000 compounds, 1.8% hits. HEK293 GAL4-hgDAF12 UAS-luciferase reporter, agonist luminescence; normalized to butyrate control. activation, % at 6.8 µM;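 active means activation above a cutoff set at the mean of all screened compounds plus 3 SD, cut at about 10% in these data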;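 further: 0% = DMSO wells and 100% = sodium butyrate wells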
SMARCA2 act: SMARCA2 function activation, primary screen | MG213 cells, MMTV-luciferase reporter, dexamethasone, overnight | activation, % at 9.1 µM | 370,000 compounds, 1% hits; in the data active means activation above about 7.8%;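 further: 0% = vehicle wells and 100% = reference activator wells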
PLCb3 inh: blocks human PLC-beta3 enzyme activity; Q01970; Purified PLC-beta3, fluorogenic substrate, fluorescence; inhibition, % at 12.2 µM; 370,000 compounds, 0.18% hits; AID 720704; in the data active means inhibition above about 11%;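 further: 0% = median of compound wells on plate and 100% = full blocker control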
DAX1 inh-1: blocks DAX1 repression of SF-1 activated StAR promoter. inhibition, % at 6.8 µM. HEK293T StAR-luciferase reporter, SF-1/DAX-1 repression relief. 370,000 compounds, 1.1% hits. AID 652010;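 active means inhibition above the mean over all tested compounds plus 3 SD, cut at about 3.6% in these data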;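 further: 0% = DAX-1 cells with DMSO and 100% = cells lacking DAX-1 with DMSO; higher inhibition means more luminescence from relief of DAX-1 repression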
DAX1 inh-2: inhibitors of human orphan nuclear receptor DAX1 (NR0B1); inhibition, % at 6.75 µM; 340,000 compounds, 0.99% hits; HEK293 Gal4-DAX1 luciferase reporter, luminescence; P51843; AID 504766;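 active means inhibition above the mean over all tested compounds plus 3 SD, cut at about 4.2% in these data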;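 further: 0% = DAX1-transfected cells with DMSO and 100% = empty-vector control cells with DMSO; inhibition shows as a rise in luminescence from relieved DAX1 repression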
Target sequence (P51843 207-470 limits assumed): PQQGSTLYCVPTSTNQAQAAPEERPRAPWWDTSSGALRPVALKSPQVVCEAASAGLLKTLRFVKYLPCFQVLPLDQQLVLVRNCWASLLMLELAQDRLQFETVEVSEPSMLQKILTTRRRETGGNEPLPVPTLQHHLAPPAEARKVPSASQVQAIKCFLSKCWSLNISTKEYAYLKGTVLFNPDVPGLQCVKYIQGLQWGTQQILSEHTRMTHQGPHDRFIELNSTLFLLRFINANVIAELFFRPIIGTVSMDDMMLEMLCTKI
sPLA2-III inh: Blocks human group III sPLA2 activity; Q9NZ20; QFRET BODIPY PC-A2 liposome hydrolysis, fluorescence; inhibition, % at 12.2 µM; 370,000 compounds, 0.56% hits; AID 743126;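 active means inhibition above mean plus 3 SD of compounds lying within the high and low control bounds, cut at about 19% in these data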;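 further: 0% = median of test compound wells and 100% = no enzyme DMSO wells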
Numbers without * were called inactive; . = no result given. No enrichment for hits, and some 7% of all compounds hit somewhere here.

structure,sPLA2-III inh,PG9 binder,SMARCA2 act,DAX1 inh-2,PLCb3 inh,DAX1 inh-1,NR1D1 modulator,ssDAF12 agonist,FXN GAA850 act,hcDAF12 agonist,hgDAF12 agonist
Cc1cc(C)nc(SCC(=O)N/N=C/c2ccc3c(c2)OCO3)n1,6,0.3,-1,0.1,-5,1.6,3,-0.9,5.4,-0.7,1.1
COc1ccc(CNC(=O)C(c2ccc(O)cc2)N(Cc2ccco2)C(=O)c2snc(C(N)=O)c2N)cc1 (stereo not drawn),-26,-0.6,-3,-0.2,-72,-1.4,1,-1.8,-5.5,-3.5,-5.6
COc1ccc(CN2CCNC(=O)C2CC(=O)N2CCCO2)c(OC)c1 (stereo not drawn),1,-0.3,-1,-0.8,-11,0.7,4,-1.5,0.1,0.0,0.3
COc1ccccc1CNS(=O)(=O)c1ccc2c(c1)NC(=O)CO2,-3,-2.8,-2,-0.2,-6,-0.2,-2,-1.2,-3.3,-2.0,-2.0
CCCCNC(=O)C(NC(=O)c1cccs1)C(=O)c1ccccc1 (stereo not drawn),-3,0.8,-4,.,5,0.5,7,-1.7,.,-0.8,0.8
COc1ccc2cc(CO)n(C)c2c1,4,-1.5,1,-1.1,-32,0.4,-4,-0.6,1.1,2.3,-0.8
C=CCNc1nc(N)c([N+](=O)[O-])c(Nc2cccc(Cl)c2)n1,-3,-1.4,0,0.2,0,-0.3,1,-0.2,5.8,-2.7,-3.4
CC(C)Cc1[nH]c(=O)c(C#N)c2c1CCCC2,1,-0.7,-1,0.6,-8,0.5,3,-1.3,2.5,-1.9,2.8
COc1ccc(NC(=O)N2C[C@H]3CON(C)[C@H]3C[C@H]2c2ccc(N3CCCCC3)cc2)cc1,3,0.1,-1,.,3,-1.6,5,-0.4,.,-1.1,2.7
COc1ccc(NC(=O)c2sc3nc(N4CCOCC4)c4c(c3c2N)CC(C(C)C)OC4)c(OC)c1 (stereo not drawn),-1,-1.5,0,0.3,-31,-1.3,-4,-1.2,1.5,-3.7,-1.0
O=C(CN1CCCC1)NC1C2CC3CC(C2)CC1C3 (stereo not drawn),-2,-0.2,1,1.3,3,-0.2,-3,-1.6,2.7,-0.2,2.1
COc1ccc(C(OCC(O)CNC(C)c2ccccc2)c2ccc(OC)cc2)cc1 (stereo not drawn),-18,-1.3,-1,-0.1,0,-0.2,-1,-1.1,-4.0,-0.9,0.3
Cc1nn(C)c(Cl)c1CN1CCCC(C(=O)Nc2ccc(-c3cscn3)cc2)C1 (stereo not drawn),-2,0.8,-2,0.1,-10,-1.0,-6,-1.1,0.4,-2.7,-1.4
COc1cccc(NC(=O)CN(C)C(=O)CCCc2nc3ccccc3c(=O)[nH]2)c1,-1,0.1,3,1.9,-1,0.6,3,-1.0,-0.6,0.1,-0.2
COCC1CCN(C(=O)c2ccc3nc(Cc4cccc(Cl)c4)oc3c2)CC1,-67,-1.1,0,3.6,-1,-0.1,6,-0.7,1.3,0.3,-0.3
O=C(NCc1ccco1)c1ccc2c(c1)N(Cc1ccccc1)CCS2,0,-0.1,-3,-0.1,-437,2.1,-8,-1.9,-0.5,-2.6,0.1
CC(C)(C)OC(=O)C[C@@H]1C/C=C\C[C@@H](CC(=O)NCCO)C(=O)NCCOC1=O,8,-0.7,1,0.6,-1,1.6,3,-1.4,-0.9,-0.2,0.0
CCCn1c(N)c(N(CCOC)C(=O)COC(=O)COc2c(C)cc(C)cc2C)c(=O)[nH]c1=O,-5,0.1,0,-0.2,-2,0.4,-1,-1.7,1.6,0.1,-5.4
Cc1ccc(OCc2nc(-c3ccccn3)no2)cc1,3,-0.8,4,0.5,1,5.1*,1,0.9*,5.2,8.9*,18*
Cn1c(SCC(=O)Nc2cccc(F)c2)nnc1-c1cc2ccccc2o1,-1,2.1,0,2.0,2,0.0,75*,-0.7,-1.8,-0.6,1.3
C=CCC[C@H](Cc1ccc(F)cc1)C(=O)OC[C@H](C)NC(=O)[C@H](CC=C)CC(=O)N(CCO)Cc1ccccc1,-27,-0.2,0,0.5,3,-0.7,1,-1.4,-4.8,-2.0,-3.6
COc1ccc(S(=O)(=O)NCc2cccnc2)cc1,3,-0.4,0,-0.5,-8,0.2,4,-1.1,2.0,1.4,0.6
CC(=O)c1c(NC(=O)C(C)C)nc(C)nc1-c1ccccc1,-1,1.0,1,-0.3,-1,-0.8,1,-0.6,0.9,-0.7,-1.4
C#CCOC(=O)C(NC(=O)c1ccccc1)=C1CCCCC1,15,2.3,-2,0.2,4,-0.8,1,-1.3,2.0,-2.6,-0.2
COc1ccc(CCNC(=O)Cn2nnc(-c3ccccc3F)n2)cc1OC,4,-0.1,5,0.9,6,0.0,.,-1.4,0.8,-1.6,0.8
O=C1C(NS(=O)(=O)c2ccc(Cl)cc2)=C(N2CCCCC2)C(=O)c2ccccc21,3,-2.4,-2,1.6,-2,-0.4,0,-1.4,0.3,4.8,0.0
C(=C\c1ccccc1)/CSc1nnc(-c2ccccn2)n1Cc1ccco1,7,3.2,-2,-2.1,0,0.0,7,-1.5,-6.0,-0.7,-0.6
O=C(Nc1cccc(-c2cccc(F)c2)c1)C1CCN(CC2CCOC2)CC1 (stereo not drawn),-2,-0.1,-1,0.3,-5,-0.4,-1,0.5,3.7,0.1,-1.8
O=C(O)c1ccc(-c2ccccc2)[nH]1,-2,-2.1,1,1.8,-4,-0.3,0,-0.1,-2.2,0.6,-2.1
O=C(CSc1ccc([N+](=O)[O-])cc1)NNC(=O)c1ccccc1F,-1,1.2,-1,0.3,-6,-0.7,-3,-0.7,-2.0,-0.8,1.6

One compound at a time, from the list above. Screens in order: sPLA2-III inh	PG9 binder	SMARCA2 act	DAX1 inh-2	PLCb3 inh	DAX1 inh-1	NR1D1 modulator	ssDAF12 agonist	FXN GAA850 act	hcDAF12 agonist	hgDAF12 agonist
Profile of C=CCC[C@H](Cc1ccc(F)cc1)C(=O)OC[C@H](C)NC(=O)[C@H](CC=C)CC(=O)N(CCO)Cc1ccccc1 → -27	-0.2	0	0.5	3	-0.7	1	-1.4	-4.8	-2.0	-3.6
Profile of C(=C\c1ccccc1)/CSc1nnc(-c2ccccn2)n1Cc1ccco1 → 7	3.2	-2	-2.1	0	0.0	7	-1.5	-6.0	-0.7	-0.6

(more compounds)
structure,sPLA2-III inh,PG9 binder,SMARCA2 act,DAX1 inh-2,PLCb3 inh,DAX1 inh-1,NR1D1 modulator,ssDAF12 agonist,FXN GAA850 act,hcDAF12 agonist,hgDAF12 agonist
Cc1nc2ccccc2c(=O)n1/N=C/c1ccc(O)cc1,7,-0.9,1,1.5,2,-0.2,10,-1.4,1.0,2.4,2.7
COC(=O)c1c(C(=O)OC)c(-c2ccc(OC)cc2)n2c1CS(=O)C2 (stereo not drawn),-2,-2.6,-1,1.1,-4,-0.2,-3,-0.8,2.0,-0.3,1.9
O=P(Cc1ccccc1)(Cc1ccccc1)c1ccccc1,4,-2.6,-5,-0.1,3,0.0,-1,-0.7,0.8,0.7,0.0
CC(=O)c1c(-c2ccc(Cl)cc2)c2ccccc2[nH]c1=O,-1,-1.3,-3,0.7,-3,-0.2,-4,-0.4,0.3,-1.5,1.5
CC(=O)Oc1ccc2c(=O)c(/C=N/c3cc(=O)[nH]c(=S)[nH]3)coc2c1,6,-1.7,5,0.1,-63,0.4,-2,-1.1,1.1,0.6,-1.3
Clc1ncnc2scc(-c3ccc(Br)cc3)c12,19*,-0.2,-4,0.1,4,-0.4,-6,0.1,-0.1,1.5,0.1
CC1(C(=O)NS(=O)(=O)c2cccc(F)c2)CCN1C(=O)CCc1ccc(Cl)cc1Cl (stereo not drawn),-14,0.7,4,.,-5,-0.2,-5,-1.2,-0.2,-1.1,1.1
C[C@H]1CN([C@@H](C)CO)C(=O)CCCn2nncc2CO[C@@H]1CN(C)S(=O)(=O)c1ccc(-c2ccccc2)cc1,-7,0.3,-1,2.1,1,0.0,-7,-0.5,-1.8,-1.3,-1.3
COc1ccc(CNC(=O)c2cc(COc3c(F)cccc3F)on2)cc1OC,-4,-3.1,-3,-1.5,0,-0.4,-2,-1.6,0.3,-1.1,-3.1
CCOC(=O)c1c(NC(=O)C(C)S(=O)(=O)c2cn(CC)c3ccccc23)sc2c1CCCC2 (stereo not drawn),-5,0.9,0,0.0,4,0.5,-3,-1.5,1.2,0.4,0.7
NC(=O)C1CCN(c2ccc(C(F)(F)F)cc2[N+](=O)[O-])CC1,2,-1.7,4,0.6,1,0.1,8,-1.4,1.8,-1.7,1.8
CC(=O)Nc1ccc(N=c2cc([N+](=O)[O-])cc(Cl)n2O)cc1,1,-1.1,2,-0.9,0,-1.2,1,-0.7,-0.6,0.0,1.7
Cc1cc(NC(=O)COC(=O)C2CC(=O)N(c3ccccc3)C2)no1 (stereo not drawn),-3,-0.8,-2,-0.1,-7,0.2,-4,-1.2,3.5,-0.7,0.7
Cc1ccc(Cl)cc1NC(=O)COC(=O)CN1C(=O)C2CCCCC2C1=O (stereo not drawn),-3,0.6,-4,1.2,-2,0.8,-5,-1.2,3.0,-0.1,2.4
CCOC(=O)CSC(=S)NC(=O)c1ccc(OC)cc1,15,2.5,6,-1.7,-5,0.4,-1,-0.7,2.9,0.4,2.0
Cc1ccc(CNC(=O)CN(CCc2ccccc2)S(C)(=O)=O)cc1,0,-0.9,-2,-0.1,-1,-0.8,-5,-0.9,-0.1,-2.4,-0.7
Cn1c(N)c(C(=O)COC(=O)/C=C/c2ccccc2F)c(=O)n(C)c1=O,-4,-1.4,-3,0.3,4,-0.7,-2,-0.8,0.2,-1.1,3.6
COc1ccccc1OCc1ccc(C(=O)OCC2CCCO2)o1 (stereo not drawn),2,0.1,-3,0.6,5,-0.1,-1,-1.4,0.1,-2.1,3.3
